PL biosyn Enam = phospholipid synthesis inhibitors, CHO cells, primary screen, ZR-82 cells, Enamine library, screen 3; calls only at 10 µM; AID 1347385, 2020; actives 0.4% (n = 20,000); ZR-82 CHO cells, pyrene fatty acid UV survival, CellTiter Blue; peroxisome-deficient CHO-K1 mutant line; plus DGAT-1, DGAT-2 and ACAT inhibitors;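 active = cell survival signal 2 SD away from solvent-only control wells, confirmed on one or two retests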;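 note: 3 h compound exposure then viability read about one day after UV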
Calls only; i = inactive. The list is partial; the hit share may differ from the screen's.

SMILES	PL biosyn Enam
Oc1cc2ccccc2cc1-c1nc2c3c(-c4ccccc4)c(-c4ccccc4)oc3ncn2n1	i
Cc1cc2oc(=O)cc(CSc3nncs3)c2cc1C(C)C	i
CSc1nncn1/N=C/c1ccc2c(c1)OCO2	i
Nc1nc(CSc2nnnn2C2CC2)nc(Nc2ccc(F)cc2)n1	i
Cc1n[nH]c(C)n1	i
O=C(CCN1C(=O)NC2(CCCC2)C1=O)Nc1nc(-c2ccc(Cl)s2)cs1	i
CCCCn1c(=S)[nH]c2cc(S(=O)(=O)N(CC)CC)ccc21	i
Fc1ccc(/C=N/Nc2ccc(C(F)(F)F)cn2)cc1	i
Cc1csc2nc(CSc3nnc(NC4CC4)s3)cc(=O)n12	i
O=C(CSc1nc2ccccc2o1)CSc1nc2ccccc2o1	i
O=C(OCc1cc(=O)n2cc(Br)ccc2n1)c1ccco1	i
Cc1cc(C)n2nc(SCc3cc(=O)n4cc(Br)ccc4n3)nc2n1	i
C1=CC2C(C1)CC2NCCc1nnc2ccccn12 (stereo not given)	i
CNC(=S)Nc1cc2c(cc1Br)OCCO2	i
O=C1NC(c2ccccc2)=C(C(=O)C(F)(F)F)C(c2ccccc2I)N1 (stereo not given)	i
Brc1cc2c(cc1Cn1nnc(-c3cccs3)n1)OCO2	i
CN(C)CC(C)(C)C1OCC2(CO1)COC(C(C)(C)CN(C)C)OC2 (stereo not given)	i
CN1CCC(=NNc2ncnc3sc4c(c23)CCCC4)CC1	i
Cc1cc(C(=O)COC(=O)c2cccn2C)c(C)n1C(C)C	i
COC(=O)c1c(NC(=O)COC(=O)C2=COCCO2)sc2c1CCCCC2	i
FC(F)n1ccc2ccccc21	i
c1ccc(-c2nc(CSc3nc4ccccc4s3)cs2)cc1	i
O=[N+]([O-])c1cc(S(=O)(=O)N2CCOCC2)ccc1NN=C1C2CC3CC(C2)CC1C3	i
CCn1c(C)cc(C(=O)CSc2nnnn2C2CCCC2)c1C	i
CC1CCc2c(sc3ncnc(N4CCCCCC4)c23)C1 (stereo not given)	i
Cn1c(=NS(=O)(=O)c2cc(Br)ccc2Br)sc2ccccc21	i
Cc1ccc(-n2c(C)cc(C3=NN=C(N)SC3)c2C)cc1C	i
CCOC(=O)c1c(C)oc2nc(CN3C(=O)C(=O)N(C4CCCC4)C3=O)nc(N)c12	i
CCC(C)Cc1c(C)sc2nc(CN3CCC(C)CC3)[nH]c(=O)c12 (stereo not given)	i
O=C(O)CCCC[C@H]1[C@H]2NC(=O)N[C@H]2CS1(=O)=O	i
CCOC(=O)c1[nH]c(COC(=O)CN2C(=O)C3CCCCC3C2=O)c(C(=O)OCC)c1C (stereo not given)	i
CCc1nn2c(=O)cc(CSc3nnc(C4CC4)o3)nc2s1	i
O=S1(=O)CCC(N2CCN(c3ncnc4cc(-c5ccc(F)cc5)sc34)CC2)C1 (stereo not given)	i
CN(C)S(=O)(=O)c1ccc2[nH]c(=O)oc2c1	i
Cc1nn(CC(=O)NC2CCCCCC2)c(C)c1S(=O)(=O)NC(C)(C)C	i
Cn1ncnc1SCc1cn2cccnc2n1	i
Cc1cccn2c(=O)c3cc(C(=O)N4CC(C)OC(C)C4)n(C)c3nc12 (stereo not given)	i
O=C(C1CC1)N(c1ccc(Br)cc1)C1C=CS(=O)(=O)C1 (stereo not given)	i
C=CCNC1(C)CCS(=O)(=O)C1 (stereo not given)	i
CCN1C(=O)/C(=C\c2cc(C)n(CC(F)(F)F)c2C)SC1=S	i
CN1/C(=C\C=C2\N=C(C34CC5CC(CC(C5)C3)C4)OC2=O)C(C)(C)c2ccccc21	i
Brc1cccc(-c2csc(=Nc3ccccc3)n2/N=C/c2ccccn2)c1	i
Oc1cccnc1NC(c1ccc(F)cc1)c1ccc2cccnc2c1O (stereo not given)	i
CC1(C)CC2CC(C)(CN2C(=O)COC(=O)/C=C/C(=O)OCC(=O)N2CC3(C)CC2CC(C)(C)C3)C1	i
O=c1cc(CN2CCN(c3ccc([N+](=O)[O-])cc3)CC2)c2cc3c(cc2o1)CCC3	i
Cc1cc(C)c2c(c1)/C(=N/NC(=S)NC1CCCCC1)CCC2	i
CS(=O)(=O)c1ccc(Sc2cccc3cccnc23)c([N+](=O)[O-])c1	i
CSc1ccc(-c2nc3n(c2-c2ccccc2)Cc2ccccc2-3)cc1	i
Cc1nn(CC(=O)N(C)C)c(C)c1S(=O)(=O)N1CCOCC1	i
O=c1[nH]c(CSc2nnnn2Cc2cccs2)nc2ccsc12	i
CN=C1NS(=O)(=O)c2ccccc21	i
CC1(NC(=O)c2cc3c(s2)CCC(C(C)(C)C)C3)CCS(=O)(=O)C1 (stereo not given)	i
O=[N+]([O-])c1ccc(N/N=C2\CC3CC=CC23)c(S(=O)(=O)N2CCOCC2)c1 (stereo not given)	i
CCNc1ccc(P(=O)(CC)CC)cc1	i
CC(C)(C)NC(=O)NC(=O)COC(=O)C1(C)CC1(Cl)Cl (stereo not given)	i
Cc1cc(C)nc(N=C(N)Nc2ccc(SC(F)F)cc2)n1	i
O=S(=O)(NCCO)c1ccc(Cl)cc1	i
CC(C)CN(C(=O)COC(=O)C1=NNC(=O)CC1)C1CCS(=O)(=O)C1 (stereo not given)	i
Cn1c(N)c(C(=O)COC(=O)C2=NNC(=O)CC2)c(=O)n(C)c1=O	i
Cc1nc(CC(=O)NN=C2C3CC4CC(C3)CC2C4)cs1	i

The listing continues.
SMILES	PL biosyn Enam
O=C(NCCCN1CCCC1=O)OCC(F)(F)F	i
O=S(=O)(Nc1cc(S(=O)(=O)N2CCOCC2)ccc1NCC1CCCO1)c1ccc(F)cc1 (stereo not given)	i
Fc1ccccc1N1CCN(Cn2nc(-c3ccco3)oc2=S)CC1	i
Cn1c(SCc2cc3c(cc2Br)OCCO3)nnc1C1CC1	i
O=[N+]([O-])c1ccc(N/N=C/c2ccc([N+](=O)[O-])o2)c(S(=O)(=O)Nc2ccc(Cl)cc2)c1	i
O=[N+]([O-])c1ccc(OCc2cc3c(cc2Br)OCO3)cc1	i
Cc1nc(SC2CCOC2=O)c2c(C)c(C)sc2n1 (stereo not given)	i
NC1=NC(=O)S/C1=C\c1ccc(-c2nc3ccccc3s2)o1	i
Brc1ccc(-c2nc3c4ccccc4c4ccccc4c3[nH]2)s1	i
O=c1cc(-c2c(F)c(F)c(F)c(F)c2F)oc2ccccc12	i
CC(C)Nc1nnc(SCc2cc(=O)n3ccsc3n2)s1	i
C(=N\Nc1ncnc2c1oc1ccccc12)/c1c[nH]c2ccccc12	i
CN=c1scc(-c2cc(OC)ccc2OC)n1/N=C/c1cc(Br)cc(Br)c1O	i
O=S(=O)(Nc1c2c(nc3ccccc13)CCCC2)c1ccc(F)cc1F	i
COc1ccc(C2=NCC(CSc3nnc(SCC4CN=C(c5ccc(OC)cc5)S4)s3)S2)cc1 (stereo not given)	i
Nc1ccc(Oc2ccc([N+](=O)[O-])c3ncccc23)cc1	i
Cc1cc(C(C)(C)C)cc(C)c1S(=O)(=O)NCc1nnc2ccc(C(F)(F)F)cn12	i
C/C(=N\NC(=O)CC12CC3CC(CC(C3)C1)C2)c1ccc(Cl)s1	i
C=CCN(CC=C)C(=O)Cn1cc(C(F)(F)F)cc(Cl)c1=O	i
CCC(C)(C)C1CCC(=NNC(=O)Cc2cccn2C)CC1 (stereo not given)	i
O=C(N=Nc1c(O)[nH]c2ccccc12)C1COc2ccccc2O1 (stereo not given)	i
Cc1cc(/C=N/NC(=S)NCC2CCCO2)c(C)n1CC(C)C (stereo not given)	i
C=C(Br)Cn1c(CCCC)nc2ccccc21	i
Nc1cc(-c2ccccc2)no1	i
O=C1CCCN1C(=O)COC(=O)C12CC3CC(CC(Cl)(C3)C1)C2	i
Cc1cc(C)nc(N/N=C/c2ccncc2)n1	i
O=c1oc2ccc(Br)cc2cc1Sc1ccc([N+](=O)[O-])cc1	i
CC1=NC(=S)C(=P(c2ccccc2)(c2ccccc2)c2ccccc2)C(=O)N1	i
c1ccc2[nH]c(SCCOCCSc3nc4ccccc4[nH]3)nc2c1	i
Clc1cc(Cl)c(N=Cc2ccccn2)cc1Cl	i
O=C(CN1CCN(Cc2ccc(Cl)s2)CC1)N1CCNC1=O	i
Oc1ccc2ccncc2c1	i
Oc1c(Cl)cc(Cl)cc1C=NC1CC1	i
O=C1C2CCCC1CC(C(=O)N1CCCCC1)C2 (stereo not given)	i
O=C(CN1CCCC1c1cccs1)NN1C(=O)NC2(CCCCC2)C1=O (stereo not given)	i
CCOCCCN1C(=O)/C(=C/c2c(NCC3CCCO3)nc3c(C)cccn3c2=O)SC1=S (stereo not given)	i
c1ccc(CSc2nnc3sc4ccccc4n23)cc1	i
O=[N+]([O-])c1cc(C(=C(Cl)Cl)c2ccc(Cl)c([N+](=O)[O-])c2)ccc1Cl	i
CCOC(=O)C1=C(COC(=O)c2cc3c(s2)CCC3)NC(=O)NC1c1cccs1 (stereo not given)	i
Cc1noc(C)c1CC(=O)O	i
NC(N)=N/N=C/c1ccc(OCc2ccc(Cl)c(Cl)c2)cc1	i
Cn1c(Cc2ccccc2)nn(CN2CCN(C(c3ccccc3)c3ccccc3)CC2)c1=S	i
O=C(O)CCN1C(=O)C2CCCCC2C1=O (stereo not given)	i
CCOC(=O)NN1CC(O)=C(c2n(C)c3ccccc3[n+]2C)C1=N	i
Nc1nc(SCC(=O)NCC2CCCO2)n[nH]1 (stereo not given)	i
CCCC1(CCC)NC(=O)N(CC(=O)N2CCN(C(=O)c3ccco3)CC2)C1=O	i
Fc1ccc(Oc2ncnc3sc4c(c23)CCC4)cc1Cl	i
Cc1[nH]c(C(=O)O)c(C)c1C(=O)OC(C)C	i

Some of these compounds in order of length of the SMILES, highest first:
SMILES	PL biosyn Enam
O=[N+]([O-])c1cc(C(=C(Cl)Cl)c2ccc(Cl)c([N+](=O)[O-])c2)ccc1Cl	i
CCOCCCN1C(=O)/C(=C/c2c(NCC3CCCO3)nc3c(C)cccn3c2=O)SC1=S (stereo not given)	i
Cn1c(Cc2ccccc2)nn(CN2CCN(C(c3ccccc3)c3ccccc3)CC2)c1=S	i
CCCC1(CCC)NC(=O)N(CC(=O)N2CCN(C(=O)c3ccco3)CC2)C1=O	i
CC1=NC(=S)C(=P(c2ccccc2)(c2ccccc2)c2ccccc2)C(=O)N1	i
CCOC(=O)NN1CC(O)=C(c2n(C)c3ccccc3[n+]2C)C1=N	i
O=c1oc2ccc(Br)cc2cc1Sc1ccc([N+](=O)[O-])cc1	i
c1ccc2[nH]c(SCCOCCSc3nc4ccccc4[nH]3)nc2c1	i
NC(N)=N/N=C/c1ccc(OCc2ccc(Cl)c(Cl)c2)cc1	i
O=C(CN1CCN(Cc2ccc(Cl)s2)CC1)N1CCNC1=O	i
Fc1ccc(Oc2ncnc3sc4c(c23)CCC4)cc1Cl	i
Cc1[nH]c(C(=O)O)c(C)c1C(=O)OC(C)C	i
O=C1C2CCCC1CC(C(=O)N1CCCCC1)C2 (stereo not given)	i
Clc1cc(Cl)c(N=Cc2ccccn2)cc1Cl	i
Cc1cc(C)nc(N/N=C/c2ccncc2)n1	i
O=C(O)CCN1C(=O)C2CCCCC2C1=O (stereo not given)	i
Oc1c(Cl)cc(Cl)cc1C=NC1CC1	i
Cc1noc(C)c1CC(=O)O	i
Oc1ccc2ccncc2c1	i

(listing goes on)
SMILES	PL biosyn Enam
Cc1cc(C)c2ccccc2c1C[P+](c1ccccc1)(c1ccccc1)c1ccccc1	i
CCc1cc2c(=O)n(NC(=S)NC(C)C)cnc2s1	i
O=[N+]([O-])c1ccc2[nH]c(O)c(N=Nc3ccc(C(F)(F)F)cc3[N+](=O)[O-])c2c1	i
O=C(/C=C/c1ccc2c(c1)OCO2)n1ccnc1	i
Cc1cc(C)n2c(=S)n(CN3CCN(c4ncccn4)CC3)nc2n1	i
CC1=CCCC(C)(C)C1/C=C/C(C)=N/NC(=S)Nc1cccnc1 (stereo not given)	i
O=S1(=O)CCN2C(c3ccc4c(c3)CCC4)=CSC2=N1	i
CNS(=O)(=O)c1ccc(OC)cc1	i
c1csc(CNc2ncnc3sccc23)c1	i
O=c1c2cc(Br)ccc2[nH]c(=S)n1CCC1=CCCCC1	i
S=c1[nH]nc(-c2cc(-c3ccc(Cl)cc3)nc3ccccc23)o1	i
c1ccc2c(SCc3nc4ccccc4s3)nncc2c1	i

A draw from above in order of molar mass, largest number first:
SMILES	PL biosyn Enam
Cc1cc(C)n2c(=S)n(CN3CCN(c4ncccn4)CC3)nc2n1	i
O=S1(=O)CCN2C(c3ccc4c(c3)CCC4)=CSC2=N1	i
O=C(/C=C/c1ccc2c(c1)OCO2)n1ccnc1	i

Following part
SMILES	PL biosyn Enam
O=C(CN1C(=O)CC2(CCCC2)C1=O)NC1CCS(=O)(=O)C1 (stereo not given)	i
COC(=O)c1sc(N)c(C(=O)OC)c1COC(=O)C1CC2CCCC(C1)C2=O (stereo not given)	i
CNC(=O)NC(=O)CSc1nnc(SCC(=O)NC(=O)NC)s1	i
O=C1c2ccccc2S(=O)(=O)NN1CN1C(=O)c2ccccc2C1=O	i
Cn1cc(/C=N/Nc2ccccc2)c2ccccc21	i
COCC(C)n1c(C)cc(C(=O)COC(=O)C23CC4CC(CC(Br)(C4)C2)C3)c1C (stereo not given)	i
Oc1ccc(Br)cc1/C=N/n1cnnc1	i
O=c1[nH]nc(-c2cccs2)o1	i
Cc1cc(-n2c(C)cc(C(=O)COC(=O)c3cc(C)oc3C)c2C)no1	i
Nc1nc(O)c(Sc2ccccc2[N+](=O)[O-])c(=O)[nH]1	i
Brc1ccc(-c2csc3[n+]2CCCCC3)cc1	i
Cc1ccc(-c2cc(C(F)(F)F)n3ncc(-c4ccc(Cl)cc4)c3n2)cc1	i
C=CCNC(=O)NC(=O)CN1C(=O)NC2(CCC(C)CC2)C1=O (stereo not given)	i
O=C1OC(c2ccc(C(F)(F)F)cc2)=N/C1=C\c1ccccc1OC(F)F	i
CC1(NC(=S)Nc2ccc(O)cc2)CCS(=O)(=O)C1 (stereo not given)	i
COc1cc(/C=N/NC(=S)N/N=C/c2cc(OC)c(OC)c(OC)c2)cc(OC)c1OC	i
CN1CCN(S(=O)(=O)c2ccc(Oc3cc(Cl)c(Cl)cc3Cl)nc2)CC1	i
Cn1c(N)nc2[nH]c(=O)cnc2c1=O	i
COc1cc(C2C3=C(CCCC3=O)Nc3[nH]c(=O)[nH]c(=O)c32)cc(OC)c1OC (stereo not given)	i
O=c1oc2cc(OCc3cc(Cl)cc4c3OCOC4)ccc2c2c1CCC2	i
